# ADAM10 inh – ADAM10 inhibition, QFRET primary screen. inhibition, % at 7 µM. O14672. recombinant ADAM10, EDANS/DABCYL FRET peptide cleavage, 3 h. 370,000 compounds, 0.62% hits;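 active = inhibition above a per-campaign cutoff equal to the mean of compounds falling between control-based bounds plus 3 SD, cut at about 20% in these data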;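 note: 0% = DMSO wells while the 100% control is not disclosed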
# ARFGAP1 inh – rat ARFGAP1 inhibition; Arfgap1-stimulated ARF1 GTP hydrolysis, GDP FP detection; 360,000 compounds, 0.26% hits; inhibition, % at 16.5 µM; Q62848;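 active = inhibition above a per-plate limit, mean inhibition of low control wells plus 3 SD, cut at about 25% in these data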;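 note: 0% = DMSO wells with enzyme and 100% = wells lacking Arfgap1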
#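 system = rat Arfgap1 catalytic domain, aa 1-136 | technique = FP, GDP Alexa 633 tracer displaced from anti-GDP antibody, 620/688 nm | compound = one concentration, 16.5 µM, DMSO 1.26% | medium = HEPES-based buffer, pH 7.5 | timing = compound-enzyme preincubation 20 min, reaction 120 min, detection 60 min, 25 °C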
# LEDGF integ inh – blocks HIV-1 LEDGF/p75-dependent DNA integration. TR-FRET IN-LEDGF/p75 DNA integration, Eu/Cy5. inhibition, % at 3.7 µM. 370,000 compounds, 0.64% hits. AID 743269;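 active = inhibition above the screen-wide mean plus 3 SD, cut at about 13% in these data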;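 note: signal is the Cy5 over europium emission ratio at 671 and 618 nm; 0% = plate median of compound wells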
# ASAP1 GAP inh – blocks human ASAP1-stimulated Arf1 GTP hydrolysis. AID 624377. GDP FP detection. 360,000 compounds, 0.19% hits. inhibition, % at 16.5 µM. Q9ULH1; in the data active = inhibition above about 25%;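 note: 0% = vehicle with enzyme and substrate and 100% = no enzyme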
# PLC-gamma1 inh – inhibitors of human phospholipase C gamma1; purified PLC-gamma1, fluorogenic substrate, fluorescence; inhibition, % at 12.2 µM; P19174; 370,000 compounds, 0.84% hits; in the data active = inhibition above about 9.5%
# Target sequence (P19174 whole entry, looked up): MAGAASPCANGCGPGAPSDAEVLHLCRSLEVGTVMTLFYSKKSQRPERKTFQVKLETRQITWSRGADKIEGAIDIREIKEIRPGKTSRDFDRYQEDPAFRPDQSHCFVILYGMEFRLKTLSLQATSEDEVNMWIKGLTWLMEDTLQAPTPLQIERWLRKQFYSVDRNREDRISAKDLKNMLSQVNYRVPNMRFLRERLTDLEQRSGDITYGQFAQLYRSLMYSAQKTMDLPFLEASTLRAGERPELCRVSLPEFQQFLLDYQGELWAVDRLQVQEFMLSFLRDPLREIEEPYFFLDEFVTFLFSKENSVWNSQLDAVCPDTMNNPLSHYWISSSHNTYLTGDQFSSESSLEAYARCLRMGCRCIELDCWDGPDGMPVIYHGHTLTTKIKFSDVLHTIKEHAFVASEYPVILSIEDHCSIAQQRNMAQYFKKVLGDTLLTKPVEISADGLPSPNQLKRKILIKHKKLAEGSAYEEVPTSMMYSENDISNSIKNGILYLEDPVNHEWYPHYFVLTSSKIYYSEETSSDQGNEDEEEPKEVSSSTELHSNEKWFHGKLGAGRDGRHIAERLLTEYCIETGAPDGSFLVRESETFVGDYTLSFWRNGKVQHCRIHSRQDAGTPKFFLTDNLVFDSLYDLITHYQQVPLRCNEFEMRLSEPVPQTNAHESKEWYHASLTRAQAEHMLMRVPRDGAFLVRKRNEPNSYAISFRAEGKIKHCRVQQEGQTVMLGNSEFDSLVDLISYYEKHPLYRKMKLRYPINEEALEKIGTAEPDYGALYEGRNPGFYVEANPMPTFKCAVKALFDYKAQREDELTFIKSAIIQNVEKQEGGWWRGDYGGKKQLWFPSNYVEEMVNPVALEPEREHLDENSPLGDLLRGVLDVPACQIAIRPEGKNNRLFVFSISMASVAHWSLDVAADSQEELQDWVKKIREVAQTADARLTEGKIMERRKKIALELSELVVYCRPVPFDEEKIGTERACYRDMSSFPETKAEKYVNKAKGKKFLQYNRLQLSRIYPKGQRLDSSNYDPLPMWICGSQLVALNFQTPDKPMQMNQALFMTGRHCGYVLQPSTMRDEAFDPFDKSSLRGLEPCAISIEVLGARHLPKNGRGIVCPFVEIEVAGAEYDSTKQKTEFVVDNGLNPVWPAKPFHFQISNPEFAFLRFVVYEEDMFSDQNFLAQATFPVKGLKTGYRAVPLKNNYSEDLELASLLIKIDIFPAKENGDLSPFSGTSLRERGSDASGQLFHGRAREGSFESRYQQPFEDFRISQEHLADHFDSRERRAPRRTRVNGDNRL
# proKLK7 act – proKLK7 (human) activation, primary screen; AID 652039; purified proKLK7, EDANS-DABCYL substrate fluorescence; 100% is mature enzyme control, 0% vehicle; P49862; activation, % at 7 µM; 370,000 compounds, 0.9% hits;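 active = activation above the mean of all tested compounds plus 3 SD, computed per campaign excluding outliers beyond control limits, cut at about 13% in these data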
# ADAM17 inh – inhibitors of human ADAM17; 370,000 compounds, 0.83% hits; inhibition, % at 6.95 µM; recombinant ADAM17, EDANS/DABCYL FRET peptide cleavage;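 active = inhibition above the mean of compounds lying between control limits plus 3 SD, set per campaign, cut at about 8.5% in these data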;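 note: 0% = DMSO-only wells as the low control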
# DDE Tn6 FP inh – inhibitors of Tn6 peptide binding to human fibrin DD(E). P02675. Fibrin DD(E) TRITC-Tn6 fluorescence polarization displacement. inhibition, % at 8.3 µM. 370,000 compounds, 0.21% hits. AID 720509;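 active = inhibition above a per-campaign cutoff: mean of compounds within control limits plus 3 SD, cut at about 15% in these data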;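 note: 0% = median of all compound wells on the plate and 100% = blocking peptide control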
# TDP2 absorb – TDP2 (human) inhibition, absorbance primary screen; 370,000 compounds, 0.34% hits; O95551; inhibition, % at 12.8 µM; AID 720702; recombinant TDP2, T5PNP hydrolysis, p-nitrophenol absorbance 415 nm;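 active = inhibition above the mean of all tested compounds plus 3 SD, set per campaign, cut at about 25% in these data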;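 note: 0% = DMSO with enzyme and 100% = buffer with substrate but no TDP2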
#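 Test system: human TDP2 enzyme; Input: 120 nM TDP2 per well; Buffer or medium: Mg2+-containing Tris-HCl buffer, pH 7.5; Reagent: 5 mM T5PNP; Dosing: 12.8 µM single point, 1% DMSO; Incubation: reaction 2 h, 37 °C; Detection: p-Nitrophenol epi absorbance; Read-out: % inhibition relative to enzyme-containing and enzyme-free wells; Replicates: single well per compound.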
# Tn7 DDE FP – inhibitors of Tn7 peptide binding to human fibrin DD(E) | FP displacement of FITC-Tn7 peptide from fibrin DD(E); 0% = median of compound wells per plate | AID 720508 | P02675 | 370,000 compounds, 0.13% hits | inhibition, % at 8.3 µM;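 active = inhibition above the mean of compounds falling within the control limits plus 3 SD of them, cut at about 14% in these data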;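 note: 0% = plate median of compound wells and 100% = 10 µM Aha-Tn7 peptide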
#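 Assay system: human fibrin DD(E). Input: DD(E) 2 µM final. Medium: Tris buffer with calcium and detergent, pH 7.8. Compound dosing: single point at 8.3 µM. Timing: 10 min plus 3 h, room temperature. Technique: fluorescence polarization of the labelled Tn7 tracer. Read-out: percent inhibition. Replicates: singlicate testing.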
# Active calls of the source: *; i = inactive.
SMILES,ADAM10 inh,ARFGAP1 inh,LEDGF integ inh,ASAP1 GAP inh,PLC-gamma1 inh,proKLK7 act,ADAM17 inh,DDE Tn6 FP inh,TDP2 absorb,Tn7 DDE FP
CCOC(=O)CSc1nnc2c3ccccc3n(CC)c2n1,-2,1,-3,6,-3,-0.1,-6,-4,8,-2
CC1(C)CN(Cc2ccccc2)C(=O)[C@H]1CC(=O)Nc1ccccc1,-11,-4,4,0,0,-0.4,-2,-5,2,-5
O=C(/C=C/c1ccccc1)NC(=S)Nc1ccccc1O,1,-11,-4,7,5,-0.2,-1,-8,7,4
O=C(c1cccs1)N1CCc2c([nH]c3ccccc23)C1c1ccccn1 (centres undefined),4,-6,-1,-4,-6,0.5,1,0,8,5
NC(=Nc1ccc(Br)cc1)c1ccccc1,2,0,1,-3,6,-0.7,2,5,5,5
C=C1C(C(=O)Nc2cccc(OC)c2)C1C(=O)Nc1cccc(OC)c1 (centres undefined),9,1,1,8,1,-0.6,4,1,-2,2
CC(C)CN(C(=O)Cn1c(=O)cnc2ccccc21)C1CCS(=O)(=O)C1 (centres undefined),-88,-4,-1,-5,-19,0.0,-30,5,0,3
CN(C)S(=O)(=O)Nc1ccccn1,1,5,0,-16,1,0.2,0,-7,15,2
COc1cc(NC(=O)c2ccccc2[N+](=O)[O-])c(C(=O)O)cc1OC,-2,-4,0,-7,1,0.3,1,3,3,-5
Cc1cc(C)nc(Sc2nc(Cl)nc(N(c3ccccc3)c3ccccc3)n2)n1,0,-2,5,7,5,0.1,-4,-7,-15,0
CC(C)(C)NC(=O)C(c1cccs1)N(C(=O)C(=O)NC1CCCC1)c1ccccc1F (centres undefined),-6,-12,0,1,5,-0.4,2,3,2,-4
Cc1ccc(NC(=O)CN(C)C(=O)COC(=O)c2nccnc2N)cc1,i,-3,1,-4,-152,8.1,-374,6,0,-3
CN(c1ccccc1C(=O)O)S(=O)(=O)c1ccc2[nH]c(=O)[nH]c2c1,-1,1,-5,-8,-3,-0.3,-4,-5,-12,6
Cc1sc2ncnc(SCC(=O)NC3CC3)c2c1C,-9,2,-1,-9,-2,0.2,-4,8,4,2
O=C(Nc1ccccc1)[C@@H]1[C@@H]2C(=O)N(c3ccc(F)cc3)C(=O)[C@@H]2[C@H]2C=CC=NN21,-5,8,-2,12,-18,2.9,-4,-5,8,-3
Cc1ccccc1NC(=O)C1CCN(S(=O)(=O)c2ccc3c(c2)NC(=O)C(C)S3)CC1 (centres undefined),1,-9,-3,-13,-1,-0.1,-3,-1,7,0
CCSc1nc2c(c(=O)[nH]c(=O)n2C)n1Cc1ccc(Cl)cc1,-1,2,-3,-1,1,0.1,0,6,-20,6
CC(=O)Nc1ccc(S(=O)(=O)NNC(=O)CCC(=O)Nc2cc(C)ccc2C)cc1,4,10,2,10,-1,-0.2,-1,-10,-5,-3
O=C(CCc1ccccc1)NC1CCS(=O)(=O)C1 (centres undefined),-6,5,-1,3,3,-0.6,-2,-5,3,-6
COc1ccccc1-c1cccc(-c2nc(C(=O)N3CCCCC3)cc3c2[C@@H](CCO)N(S(=O)C(C)(C)C)C3)c1 (some centres undefined),2,21,3,-5,-1,0.4,2,-1,-11,-1
COc1ccc(C(C)(NC(C)=O)c2nc(-c3cccc(C(F)(F)F)c3)cs2)cc1 (centres undefined),15,-7,16*,3,0,0.3,6,8,-2,-2
Cc1nnc(NC2=NCCC2)o1,-4,-2,-2,7,1,0.0,-3,-14,2,-2
CN1CCc2ccccc2Cc2[nH]c3ccccc3c2CC1,-22,-5,4,-9,-57,0.9,-4,7,-2,-5
Cc1cc(C(=O)CN2C(=O)NC(CCS(C)(=O)=O)C2=O)c(C)n1C1CC1 (centres undefined),-3,-1,5,-4,-4,-0.4,-3,-6,1,-8
CCN(CC(=O)NCc1cccs1)C(=O)c1cc(=O)[nH]c2ccccc12,-69,4,3,16,-20,-0.1,-25,-5,-4,-4
O=C(Cn1nnc(-c2ccc(CN3CCOCC3)cc2)n1)NC1CCCCC1,4,1,0,10,9,0.1,-2,3,-7,-6
CCC(=O)Nc1nnc(SCC(=O)Nc2ccc3c(c2)OCCO3)s1,4,6,-1,3,4,-0.2,-3,1,1,9
CCN1C(=O)N[C@H](c2ccc(Br)cc2)C(C(=O)OC)=C1C,-4,-5,1,9,0,0.6,-1,-3,0,-5
CCCCN1C(=O)C(=O)N(CC(=O)c2cc(C)n(C3CC3)c2C)C1=O,-6,-6,-2,0,-4,0.6,-3,-3,-2,1
C=CCc1cc(C)ccc1OCCOCCC(C(=O)OCC)C(=O)OCC,0,1,2,-8,-3,-0.2,-1,0,9,11

# 4 compounds from above, sorted by the value under ASAP1 GAP inh, falling.
SMILES,ADAM10 inh,ARFGAP1 inh,LEDGF integ inh,ASAP1 GAP inh,PLC-gamma1 inh,proKLK7 act,ADAM17 inh,DDE Tn6 FP inh,TDP2 absorb,Tn7 DDE FP
CCN(CC(=O)NCc1cccs1)C(=O)c1cc(=O)[nH]c2ccccc12,-69,4,3,16,-20,-0.1,-25,-5,-4,-4
CCCCN1C(=O)C(=O)N(CC(=O)c2cc(C)n(C3CC3)c2C)C1=O,-6,-6,-2,0,-4,0.6,-3,-3,-2,1
CCSc1nc2c(c(=O)[nH]c(=O)n2C)n1Cc1ccc(Cl)cc1,-1,2,-3,-1,1,0.1,0,6,-20,6
CN1CCc2ccccc2Cc2[nH]c3ccccc3c2CC1,-22,-5,4,-9,-57,0.9,-4,7,-2,-5

# Other compounds follow:
SMILES,ADAM10 inh,ARFGAP1 inh,LEDGF integ inh,ASAP1 GAP inh,PLC-gamma1 inh,proKLK7 act,ADAM17 inh,DDE Tn6 FP inh,TDP2 absorb,Tn7 DDE FP
COc1ccc(NC(=O)CSc2nnc(C)s2)cc1S(=O)(=O)N1CCOCC1,-12,-1,-6,0,5,0.1,3,5,-5,7
CC(=O)OCCCN1C(=O)c2ccc(Br)cc2C1=O,6,2,5,-5,6,-0.6,2,-10,-3,-1
CCOc1ccccc1N(C)C(=O)c1ccc2c(=O)n3c(nc2c1)CCCCC3,2,-11,1,4,1,-0.6,1,-4,15,-3
NC(=O)C1CCN(C(=O)CCCCCn2c(=O)[nH]c3ccsc3c2=O)CC1,6,2,1,-18,0,-0.5,-4,-6,-3,5
CCNC(=S)N/N=C/c1cc(C)ccc1C,8,-7,-1,10,8,-0.3,3,5,5,3
COc1ccc(CN(Cc2ccncc2)C(=O)CCC(=O)O)cc1,-6,5,-3,2,1,0.8,-2,7,-1,3
CCOC(=O)Cc1csc(NC(=O)CSc2nnc3ccccn23)n1,6,-3,-1,14,3,0.1,0,5,-6,4
COc1ccc2c(c1)C(=O)CC(c1ccccc1F)O2 (centres undefined),-162,6,-3,-3,-232,-1.6,-51,-2,-3,-2
CCN(CC(=O)Nc1ccccc1OC)C(=O)CSCc1ccc(C)cc1,2,5,5,8,-3,-0.4,1,-1,-5,-4
CC(=O)N1CCN(c2ccc([N+](=O)[O-])cc2)CC1,10,17,2,-12,3,0.1,-3,-2,-4,8
O=C(NC(=O)c1ccc(Cl)cc1)Nc1cc(N2CCCCC2)ncn1,6,-17,-1,7,3,0.7,-2,6,6,0
Cc1cc(C)n(-c2ccc(Cl)c(Cl)c2)n1,-3,-7,-7,-1,-4,-0.5,-1,-2,-1,-2
COc1ccc2[nH]c(C(=O)NCCN3CCOCC3)cc2c1,-187,-2,-3,-4,-103,5.2,-73,6,3,1
CCOC(=O)c1ccccc1NC(=O)CN1C(=O)CCS(=O)(=O)c2ccccc21,-17,5,3,-12,-2,-0.5,-9,-2,-5,7
COc1ccc(S(=O)(=O)NC(N)=NCCc2ccccc2)cc1,-4,9,-2,2,-1,-0.4,-3,7,-1,4
O=C(Nc1ccc(CN2CCCCC2)cc1)c1cccc(F)c1,0,14,-4,1,0,0.3,-6,4,8,6
COc1ccc(OCCNC(=O)Nc2cc(F)c(F)cc2Cl)cc1,0,7,-1,-3,0,-0.2,1,-1,4,0
CC1(C)Cc2ccccc2-c2nc3n(c(=O)c21)CCCS3,-1,3,2,-3,-5,0.6,-1,3,0,7
CCc1nc(NCc2ccccn2)c2oc3ccccc3c2n1,-12,-5,-4,4,-1,0.2,-5,6,2,3
Cc1ccc(NC(=O)COC(=O)CNC(=O)c2ccco2)cc1,4,-1,1,-9,2,0.1,2,2,2,3
Cc1ccc(OCc2ccc(-c3ccccc3)cc2)c([N+](=O)[O-])n1,4,-8,-1,-1,4,-0.4,-1,2,-8,-1
O=C1c2ccc(-c3ccc(Cl)c(C(F)(F)F)c3)cc2S(=O)(=O)c2cccc(C(=O)N3CCN(c4ccc(Cl)cn4)CC3)c21,-4,-16,1,11,-38,0.4,-5,-6,-3,5
COc1ccc(O)c(C(=O)c2cnn(C(=O)c3cccc(S(=O)(=O)N4CCOCC4)c3)c2)c1,-6,8,0,-1,-5,1.3,-2,0,8,0
O=C(CNC(=O)c1cccs1)c1ccc(Br)cc1,3,7,2,-9,-1,1.1,0,10,5,4
COc1cc([C@@H]2CC=C(C(=O)O)[C@H](c3ccccc3)N2S(=O)(=O)c2ccc(C)cc2)cc(OC)c1OC,-1,-4,0,5,-5,0.5,-4,8,12,2
CCC(C)NC(=O)CS(=O)Cc1nc(-c2cccc(OC)c2)oc1C (centres undefined),6,5,2,13,0,1.1,2,5,5,-2
CCCCN1C(=O)C(C(=O)OCC)CC2=C1CCCC2=O (centres undefined),-18,6,-2,-4,-2,0.0,-1,0,-6,-2
Cc1ccc(C2(C)NC(=O)N(CC(=O)Nc3ccc4c(c3)CCC4)C2=O)cc1 (centres undefined),6,-7,-1,13,1,0.2,2,-1,-2,-6
O=C(CN1CCCCC1)NCC(=O)Nc1ccc(F)c(F)c1F,-6,10,-3,4,3,-0.4,-4,5,1,-6
Cc1ccc(NC(=O)CSc2nc(N)cc(=O)[nH]2)cc1S(=O)(=O)N1CCCCCC1,-4,-6,4,-1,2,-0.4,-1,-1,-2,4
Cc1ccc(C)c(S(=O)(=O)N2CCNCC2)c1,0,-2,-1,9,-3,0.3,-1,4,1,2
O=C(COC(=O)c1cc(C(F)(F)F)cc(C(F)(F)F)c1)NCc1ccc(Cl)cc1,-7,-6,0,-13,-1,0.2,-1,-7,0,-6
Cc1nc(CSc2nnc(C)s2)cs1,6,-1,5,7,4,-0.3,3,-2,-11,-10
COc1ccc(C(=O)COC(=O)c2cnc(C)cn2)c(OC)c1,-6,-2,-6,-11,-3,0.1,-5,2,-4,2
